L major viab – Leishmania major promastigote growth inhibition, primary screen. Leishmania major promastigotes, resazurin fluorescence viability. inhibition, % at 10 µM. actives 9% (n = 200,000). AID 1063, 2008; in the data active = inhibition above about 50%;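 note: promastigotes grown with compound for 44 hours at 28 °C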
SRC2 TRFRET art – TR-FRET signal artefacts, primary screen, artefact control for PPARgamma SRC-2 agonist project, biochemical; AID 1049, 2008; actives 0.4% (n = 200,000); TR-FRET ratio at 8 µM; TR-FRET artefact counter-screen; hits give high values; in the data active = TR-FRET ratio above about 2000; note: inactives centre near 1500
S1P3 antagonist – S1P3 receptor antagonists, primary screen, cell-based; Sphingosine 1-phosphate receptor 3 (Homo sapiens), Q99500; actives 0.27% (n = 170,000); inhibition, % at 4.98 µM; CHO S1P3 NFAT-BLA reporter, FRET fluorescence, antagonist mode;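 active = inhibition above the plate cutoff, the mean inhibition of test wells on that plate plus 3 SD, cut at about 28% in these data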;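 note: cells challenged with S1P at its EC80 of 0.8 µM; blue over green emission ratio from cleaved BLA substrate after 4 h stimulation; 0% = S1P-stimulated wells and 100% = unstimulated DMSO-only wells; some compounds past the cut are filed as inactive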
PPARg SRC3 recr – PPARgamma agonists recruiting SRC-3 coactivator, primary screen, biochemical | Peroxisome proliferator-activated receptor gamma (Homo sapiens), P37231 | biochemical PPARgamma/SRC-3 coactivator recruitment assay | activation, % at 8 µM | actives 0.26% (n = 200,000) | AID 731, 2007; in the data active = activation above about 23%;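 note: 0% = DMSO and 100% = reference agonist; some compounds past the cut are filed as inactive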
bIAP activator – bovine intestinal alkaline phosphatase activators, primary screen, biochemical, bovine IAP, CDP-star luminescence | purified bovine IAP, 30 min; hits give high values; fold of DMSO-control signal, blank-subtracted | actives 0.17% (n = 200,000) | activation factor at 20 µM | AID 1016, 2008;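 active = activation factor of 2 or more at 20 µM, a signal rise over negative controls twice the positive control's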
ROMK mod – ROMK potassium channel modulators, primary screen, cell-based, thallium flux, MLSMR library; ATP-sensitive inward rectifier potassium channel 1 (Homo sapiens), P48048; Tet-inducible ROMK, thallium flux fluorescence; actives lie on both sides; B-score at 10 µM; actives 2% (n = 130,000);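 active = signal ratio slope over the read window, or its plate-corrected B-score, at least 3 SD from the plate mean, either direction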;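 note: B-score of the F/F0 ratio slope over 7 to 12 s after thallium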
Redox H2O2 prof – compounds producing H2O2 with reducing agent – biochemical, NIH compound library profiling, artefact control for MLSCN library redox annotation, primary screen | activation, % at 10 µM | actives 0.03% (n = 200,000) | DTT-dependent redox cycling H2O2, phenol red/HRP absorbance; 100% = 100 µM peroxide control, 0% = buffer | AID 878, 2007;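 active = activation of at least 50% relative to the plate's high and low controls in the primary single-dose screen; inactive = activation below 50%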;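 note: compound incubated with DTT at 0.8 mM final as the reducing agent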
PPARg SRC-2 ag – agonists of PPARg-SRC-2 recruitment, primary screen, biochemical, HTS; Peroxisome proliferator-activated receptor gamma (Homo sapiens), P37231; PPARgamma LBD-SRC-2 recruitment; activation, % at 8 µM; actives 0.34% (n = 200,000); in the data active = activation above about 22%;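 note: 0% = vehicle and 100% = reference agonist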
TLR4-MyD88 BLA – inhibitors of TLR4-MyD88 association in cells, primary screen, cell-based, HeLa CL3-4, BLA complementation, FRET ratio; Toll-like receptor 4 (Homo sapiens) + Myeloid differentiation primary response protein …; HeLa CL3-4 TLR4/MyD88 BLA complementation; inhibition, % at 8.4 µM; actives 0.18% (n = 200,000); AID 861, 2007; in the data active = inhibition above about 25%;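 note: 0% = vehicle and 100% = reference inhibitor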
Target sequence (O00206 whole entry, looked up): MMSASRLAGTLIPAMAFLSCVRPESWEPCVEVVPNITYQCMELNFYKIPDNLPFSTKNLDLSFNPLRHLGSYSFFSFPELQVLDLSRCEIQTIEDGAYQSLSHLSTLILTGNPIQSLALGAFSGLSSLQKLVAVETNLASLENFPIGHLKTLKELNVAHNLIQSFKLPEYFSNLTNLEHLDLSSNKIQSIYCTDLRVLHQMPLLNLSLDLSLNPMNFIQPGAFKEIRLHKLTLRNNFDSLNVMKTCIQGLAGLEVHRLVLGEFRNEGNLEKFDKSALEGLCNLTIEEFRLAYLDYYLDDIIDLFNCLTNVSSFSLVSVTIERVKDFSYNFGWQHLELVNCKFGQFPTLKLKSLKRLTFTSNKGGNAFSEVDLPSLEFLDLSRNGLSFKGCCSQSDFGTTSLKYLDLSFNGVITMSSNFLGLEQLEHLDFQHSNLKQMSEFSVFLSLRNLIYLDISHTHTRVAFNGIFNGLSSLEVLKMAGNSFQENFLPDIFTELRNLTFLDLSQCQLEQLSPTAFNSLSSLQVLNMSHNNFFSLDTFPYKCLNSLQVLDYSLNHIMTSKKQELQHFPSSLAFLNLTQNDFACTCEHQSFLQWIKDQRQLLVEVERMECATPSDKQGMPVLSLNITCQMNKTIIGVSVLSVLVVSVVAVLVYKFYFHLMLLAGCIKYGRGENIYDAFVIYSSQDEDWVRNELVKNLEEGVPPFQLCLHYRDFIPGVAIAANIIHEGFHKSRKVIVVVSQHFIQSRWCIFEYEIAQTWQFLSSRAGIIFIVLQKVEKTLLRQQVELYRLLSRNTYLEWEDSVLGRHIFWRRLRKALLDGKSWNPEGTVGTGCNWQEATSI
Target sequence (Q99836 whole entry, looked up): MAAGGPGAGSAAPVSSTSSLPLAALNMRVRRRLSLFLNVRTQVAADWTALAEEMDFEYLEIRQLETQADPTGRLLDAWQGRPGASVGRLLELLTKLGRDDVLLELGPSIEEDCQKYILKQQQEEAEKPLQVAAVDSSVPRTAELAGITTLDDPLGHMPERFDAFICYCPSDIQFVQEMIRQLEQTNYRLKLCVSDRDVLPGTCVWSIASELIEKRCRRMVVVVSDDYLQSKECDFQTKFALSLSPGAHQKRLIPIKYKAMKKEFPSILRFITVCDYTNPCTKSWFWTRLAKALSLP
PPARg SRC1 recr – PPARgamma agonists recruiting SRC-1 coactivator, primary screen, biochemical | actives 0.41% (n = 200,000) | PPARgamma-SRC-1 coactivator recruitment biochemical assay | AID 631, 2007 | Peroxisome proliferator-activated receptor gamma (Homo sapiens), P37231 | activation, % at 8 µM; in the data active = activation above about 19%;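 note: 0% = DMSO and 100% = reference agonist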
bIAP inh – bovine intestinal alkaline phosphatase inhibitors, primary screen, selectivity assay for TNAP inhibitor project, biochemical, bovine IAP, CDP-star luminescence. alkaline phosphatase, intestinal [Bos taurus]. inhibition, % at 20 µM. 190,000 tested, under 10 active. purified bovine IAP, 30 min;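 active = over 50% inhibition of intestinal alkaline phosphatase at 20 µM in the single-dose screen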
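Assay system: bovine IAP enzyme; medium: DEA buffer 100 mM, pH 9.8, with MgCl2 1.0 mM, ZnCl2 0.02 mM; doses: 20 µM single dose; incubation: enzyme reaction for 30 min at room temperature; detection: CDP-star luminescence signal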
* = called active by the depositor; . = no result given.

SMILES	L major viab	SRC2 TRFRET art	S1P3 antagonist	PPARg SRC3 recr	bIAP activator	ROMK mod	Redox H2O2 prof	PPARg SRC-2 ag	TLR4-MyD88 BLA	PPARg SRC1 recr	bIAP inh
CN1/C(=C\C(=O)CSc2nncn2C)C(C)(C)c2ccccc21	-6	1600	-1	-2	1.1	.	0.1	-5	1	-4	-9
CSc1ccc(/C=C/C(=O)Nc2ccccc2)cc1	1	1553	3	1	0.8	0.38	0.0	-8	5	9	18
O=C1CN(C(=S)Nc2ccccc2Cl)CCN1	-4	1558	-15	1	1.2	0.029	-0.2	-2	9	-4	-21
Cc1cc(C)cc(OC(C)c2ccnc3nc(/N=C/N(C)C)nn23)c1 (stereo not drawn)	-2	1619	.	15	1.1	0.056	-5.5	14	-12	10	-5
C#CC(C)(CC)NC(=O)Cn1nnc(-c2ccc(S(C)(=O)=O)cc2)n1 (stereo not drawn)	3	1741	-6	4	0.9	.	-3.4	10	-11	8	8
CCOc1cc(N2CCOCC2)c(OCC)cc1NC(=O)COC(=O)[C@@H]1CCCN1S(=O)(=O)c1ccccc1F	7	1488	-2	5	1.1	-1	0.2	7	4	-1	-12
CCN1C(=O)/C(=C2\C=Cc3ccccc3N2CC)SC1=S	-5	1560	.	13	0.7	.	1.9	9	-10	5	25
Cc1cccc(C)c1OCC(O)CN1CCC(CN2C(=O)c3cccc4cccc(c34)C2=O)CC1 (stereo not drawn)	93*	1662	.	-4	1.1	.	0.0	4	-1	0	-11
Cc1nn(C)c(C(=O)Nc2ccn(Cc3ccccc3F)n2)c1[N+](=O)[O-]	-3	1554	.	6	1	.	-4.6	3	-2	0	3
CNc1ccccc1-c1nc2ccccc2n(C)c1=O	-2	1697	.	15	0.9	0.56	-0.5	9	-17	7	15
O=S(=O)(NCC(c1ccco1)N1CCOCC1)c1ccc(Cl)cc1 (stereo not drawn)	-4	1535	3	1	0.9	0.39	-0.2	2	0	0	10
Cc1cc(C)nc(NC(=O)/C=C/c2ccc(Cl)cc2Cl)c1	30	1623	.	9	1	0.27	-4.7	11	6	-1	1
CC(C)CC(=O)Nc1ccccc1-c1nnn(CC(=O)N2CCOCC2)n1	-7	1527	-11	-2	1	.	0.0	-1	15	-6	0
COC(=O)c1c(NC(=O)CSc2nnc(C)c(=O)[nH]2)sc(C)c1C	3	1550	-6	1	0.9	-0.18	-0.1	4	3	-10	8
Cc1[nH]c2ccccc2c1C(=O)C(=O)N1CCCc2ccccc21	6	1629	-15	5	1	.	-0.1	-6	-6	4	-2
Brc1ccc(/C=C/C=N/Nc2nc3ccccc3s2)cc1	1	1508	.	-1	0.8	0.43	-3.4	-5	8	-1	18
Cc1ccc(-c2nnc(Oc3ccc(NC(=O)c4ccccc4)cc3)c3ccccc23)cc1	25	1570	-10	1	0.9	.	-0.1	9	-10	10	8
NC(=O)CN1CCN(C(=O)Nc2ccccc2)CC1	-9	1662	-13	4	0.9	.	-0.8	2	12	1	7
NC(=O)c1c(NC(NC(=O)c2ccco2)(C(F)(F)F)C(F)(F)F)sc2c1CCCC2	-5	1622	-18	-12	1.1	.	1.9	2	-1	1	-7
Cc1noc(C)c1COC(=O)c1ccccc1Sc1ccccc1C#N	-3	1350	-30	4	0.9	0.15	-0.6	5	8	3	6
COc1ccc(Nc2nc(N)nc(CSC(=S)N3CCCCC3)n2)cc1	21	1599	-1	0	0.9	0.021	-0.1	4	-5	2	14
Cc1ccc(NC(=O)C2CCCN2C(=O)NC2CCCCC2)c(C)c1 (stereo not drawn)	3	1512	.	1	1	.	-3.5	1	-7	0	0
CC(C)CC(=O)Nc1ccc(C(=O)NN2C(=O)c3ccccc3C2=O)cc1	1	1319	4	-2	0.9	.	0.1	-8	-9	-3	7
CCCC/C=C1\CCc2c([nH]c3ccccc23)C1=O	17	1544	-3	-2	0.8	-0.59	0.9	6	-11	3	19
Cc1ccccc1-n1c(=O)cc(N2CCc3ccccc3C2)[nH]c1=O	-8	1656	.	4	1	.	-2.0	5	7	8	-1
COc1ccc(NC(=O)NC2CC3CCCC(C2)N3Cc2ccccc2)cc1 (stereo not drawn)	67*	1641	.	4	1.5	.	1.9	7	-16	0	-49
CC(=O)c1ccc2c(c1)N(C)c1ccccc1S2	-1	1358	.	-2	0.8	.	2.2	-1	17	3	23
Cc1ccc(NC(=O)Cn2c(O)c(N=NC(=O)c3ccncc3)c3ccccc32)cc1	-2	1580	2	7	1.2	-0.012	-0.3	5	-2	-3	-19
O=C1CCCC(NCCCCCCNC2=C([N+](=O)[O-])C(=O)CCC2)=C1[N+](=O)[O-]	-9	1401	.	9	1	0.016	-6.8	8	-3	-4	-4
COc1cc(C(=O)Nc2cc(C(F)(F)F)ccc2N2CCOCC2)ccc1O	-2	1323	-29	-4	1.1	-0.37	-0.1	-2	4	-3	-6
Cn1c(CO)cnc1SCc1ccc(F)cc1	-6	1529	-9	-2	1	0.24	-2.6	4	-8	4	-4
O=c1cc(N2CCOCC2)cnn1-c1ccccc1	-10	1453	-5	5	1.1	0.95	-0.3	-2	10	1	-10
C/C(=N\NC(=O)c1cccs1)c1cccnc1	-6	1654	-7	4	0.9	1.1	-0.3	3	3	-5	6
Clc1ccccc1Cc1noc(CN2CCN(c3cnccn3)CC2)n1	9	1380	-8	1	0.9	0.18	0.7	0	-7	1	12
COC(=O)c1c(C)[nH]c(C(=O)OCC(=O)NC(C)(C)C)c1C	-2	1685	-9	-3	1	0.51	0.0	6	-12	8	-2
CN(C(=O)CSc1nnc(-c2c[nH]c3ccccc23)o1)C1CCS(=O)(=O)C1 (stereo not drawn)	0	1846	-1	6	1	-0.037	-0.7	8	-10	7	-2
O=C(Cn1nc(-c2ccccc2F)ccc1=O)Nc1ccc(S(=O)(=O)N2CCCCCC2)cc1	12	1496	-2	-1	1	0.24	0.1	3	-14	6	5
CC(C)Oc1cccc(C(=O)O)c1	2	1476	-17	-3	1.1	0.28	1.6	2	-4	5	-8
CS(=O)(=O)N1CCN(c2nc(-c3ccc(F)cc3)cs2)CC1	-4	1675	15	6	1	-0.6	-0.4	7	-1	5	-5
CN(C)S(=O)(=O)c1ccc(NC(=O)c2cccnc2)cc1	1	1445	.	-1	1	-0.13	-0.1	8	-13	1	-2
COc1ccc2nc(NC(C)=O)sc2c1	-5	1563	.	-6	1	.	0.2	-11	18	-4	1
CCOc1cc(/C=C2/SC(=O)N(CC(=O)N3CCc4ccccc4C3)C2=O)ccc1OCC(=O)O	-5	1591	.	0	1	.	19	4	-1	1	3
O/N=C/c1ccccc1OCc1ccc(Cl)cc1	7	1538	.	-2	0.9	.	0.9	6	-5	5	12
Cc1ccccc1N=C1Nc2ccccc2CS1	51*	1712	-9	2	0.9	.	0.3	3	-6	2	9
Cc1[nH]nc2c1-c1nc3ccccc3nc1C(C)(C)C2	13	1612	18	0	1.2	.	-0.8	5	7	-3	-24
Cc1ccccc1NC(=O)c1ccc2c(c1)OCCO2	-5	1725	.	10	0.9	0.72	-0.1	9	-10	7	11
COc1ccccc1-c1ccc(/C=C2/C=C(C)OC2=O)o1	-1	1556	-2	3	1	-1.1	-0.2	13	-1	-3	1
COc1cc2c(cc1NC(=O)CN(C)Cc1ccc(OC)c(OC)c1)oc1ccccc12	28	1640	14	0	0.9	.	2.3	5	-6	7	6
O=C1CC(c2ccc(O)cc2)Oc2cc(O)cc(O)c21 (stereo not drawn)	-5	1366	-4	-2	1.1	.	0.3	2	2	-2	-13
Cc1ccc(N2C(=O)C3C(C(=O)c4ccccc4)=NN(c4ccccc4)C3C2=O)cc1 (stereo not drawn)	-9	1590	-18	-1	0.9	0.16	-0.6	-5	-6	2	13
CN(C(=O)c1ccco1)c1nc2c(s1)CCCC2	-3	1412	.	-10	0.9	1.3	0.2	-1	8	-2	12
CCOC(=O)Nc1c(C(=O)OC)[nH]c2cccc(OC)c12	32	1634	-8	-11	0.9	-0.55	1.8	3	5	-2	11
Cc1ccc(NC(=O)CSc2nnc(CCNC(=O)OC(C)(C)C)o2)c(C)c1	-6	1562	.	-6	1.1	0.3	0.0	5	-4	-5	-7
CCOc1ccc(N(CC(=O)N/N=C/c2ccc(OC(C)C)cc2)S(C)(=O)=O)cc1	-4	1506	-16	-2	0.7	1.1	-0.2	2	-11	3	35
CCOC(=O)C1(C/C(C)=N/NC(N)=O)CC(C)(C)OC1=O (stereo not drawn)	-5	1421	0	-2	1.2	0.97	-0.6	-3	3	7	-18
COc1ccc(NC(C)=O)cc1NC(C)c1nc2sc(C)c(C)c2c(=O)[nH]1 (stereo not drawn)	35	1293	-12	3	1.2	-0.35	0.7	-4	3	9	-19
CCCCNC(=O)c1sc2nc(C)cc(COC)c2c1-n1cccc1	8	1389	20	-10	1.1	0.67	1.2	-6	10	8	-7
Cc1c(C(=O)N2CCN(CCc3ccccc3)CC2)oc2ccccc12	-5	1392	14	-3	1.2	-0.7	-1.7	-2	2	-3	-20
COc1ccc(N(CC(=O)Nc2ccc(C(N)=O)cc2)S(=O)(=O)c2ccc(C)c([N+](=O)[O-])c2)cc1	-5	1410	7	3	1	0.019	-1.0	0	-4	4	1
COC(=O)c1ccc(/C=N/NC(=O)CC(=O)NCc2cccnc2)cc1	7	1484	-10	-5	1.1	0.35	-2.0	6	-2	6	-7

In the list so far, 2 have a COOH group:
SMILES	L major viab	SRC2 TRFRET art	S1P3 antagonist	PPARg SRC3 recr	bIAP activator	ROMK mod	Redox H2O2 prof	PPARg SRC-2 ag	TLR4-MyD88 BLA	PPARg SRC1 recr	bIAP inh
CC(C)Oc1cccc(C(=O)O)c1	2	1476	-17	-3	1.1	0.28	1.6	2	-4	5	-8
CCOc1cc(/C=C2/SC(=O)N(CC(=O)N3CCc4ccccc4C3)C2=O)ccc1OCC(=O)O	-5	1591	.	0	1	.	19	4	-1	1	3

Next section.
SMILES	L major viab	SRC2 TRFRET art	S1P3 antagonist	PPARg SRC3 recr	bIAP activator	ROMK mod	Redox H2O2 prof	PPARg SRC-2 ag	TLR4-MyD88 BLA	PPARg SRC1 recr	bIAP inh
Cc1ccc(C)n1-n1cnc2sc3c(c2c1=O)CCC3	-1	1682	-11	-12	0.9	-0.41	-0.3	0	5	2	6
COC(=O)c1cc(C(=O)OC)n(Cc2ccc(F)cc2)n1	-6	1615	6	6	0.9	.	-0.1	14	-1	1	10
Cc1nn2c(N)csc2nc1=O	10	1558	-8	-7	1	-0.21	2.8	-7	-13	-1	0
CCS(=O)(=O)CCSc1nc2ccccc2s1	-3	1755	-23	4	0.9	.	-0.7	18	-7	-2	12

Bioassay records: PubChem, several laboratories

An unsorted share of the library; 11% or so of the library scored in one or more.
